Compound activity as filed in PubChem.
SMN2 splice up = increases expression of the SMN2 splice variant | HEK293 SMN2-luciferase splicing reporter, luminescence, 30-36 h | Potency, µM (highest dose often 46.1 µM), for the others: at the top dose activity change, positive = activation, hits mostly activators | 210,000 tested, 2.8% active | AID 1458; note: % of control where 0% means no effect; nearly all actives have a fitted effect of over 55% in size
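HEK293 cells carry an SMN2 […]–luciferase reporter in which exon 7 inclusion puts luciferase in frame. Cells were plated 10-12 h before compound addition, then incubated 30-36 h at 37C. ONE-Glo luminescence was read; sodium butyrate at 4.5 mM final served as control.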
RGS12 GoLoco inh = RGS12 GoLoco-Gai1 interaction inhibition; P63096; Gai1:RGS12 GoLoco peptide FP, rhodamine, 10 min; Potency, µM (top dose mostly 61.6 µM), without a hit: at the highest dose activity, negative = inhibition, most hits filed as inhibitors; 230,000 tested, 0.44% active; AID 880; active = well fitted inhibition curve with a large enough effect, not every such curve was filed as active; inactive = no such curve, though single readings can be large or run the other way; note: % is set by controls: 0 for no effect and ±100 for the full control effect; nearly all actives have a fitted effect of over 30% in size; many of its hits are not listed in these tables
Target sequence (P63096 whole entry, looked up): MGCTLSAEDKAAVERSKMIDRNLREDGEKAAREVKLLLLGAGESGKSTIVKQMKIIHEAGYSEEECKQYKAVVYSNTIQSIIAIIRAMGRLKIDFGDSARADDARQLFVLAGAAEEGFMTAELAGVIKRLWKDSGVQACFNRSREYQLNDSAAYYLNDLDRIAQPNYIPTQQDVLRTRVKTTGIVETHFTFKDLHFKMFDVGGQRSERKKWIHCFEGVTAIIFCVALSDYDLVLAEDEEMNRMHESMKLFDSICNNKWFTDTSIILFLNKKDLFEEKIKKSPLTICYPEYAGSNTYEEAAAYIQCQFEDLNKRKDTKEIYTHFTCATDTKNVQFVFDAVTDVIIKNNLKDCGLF
JMJD2E inh = JMJD2E (human) inhibition; 230,000 tested, 1.6% active; Potency, µM (series often up to 57.1 µM), for inactives: top-dose activity change, negative = inhibition, usual class: inhibitors; JMJD2E catalytic domain, FDH-coupled NADH fluorescence (FDH is formaldehyde dehydrogenase); B2RXH2; active = well fitted inhibition curve with a large enough effect, not every such curve was filed as active; inconclusive = small, poorly fitted or top-dose-only effect, or another doubt; inactive = no such curve, though single readings can be large or run the other way;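 note: 0% = wells with enzyme and -100% = buffer wells without enzyme; nearly all actives have a fitted effect of over 50% in size; many of its hits are not listed in these tables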
Target sequence (B2RXH2 1-337 limits assumed): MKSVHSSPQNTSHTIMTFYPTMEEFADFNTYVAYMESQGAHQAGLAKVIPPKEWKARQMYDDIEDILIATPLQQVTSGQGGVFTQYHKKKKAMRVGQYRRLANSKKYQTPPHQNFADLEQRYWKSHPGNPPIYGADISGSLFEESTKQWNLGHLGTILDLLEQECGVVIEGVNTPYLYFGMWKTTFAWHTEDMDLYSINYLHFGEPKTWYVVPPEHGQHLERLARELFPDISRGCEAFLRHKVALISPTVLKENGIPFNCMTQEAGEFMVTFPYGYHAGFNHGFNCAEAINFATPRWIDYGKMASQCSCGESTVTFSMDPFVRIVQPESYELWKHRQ
RECQ1 inh = blocks DNA unwinding by human RECQ1; P46063; RECQ1 DNA unwinding, red fluorescence kinetic read; Potency, µM (series often up to 57.3 µM), inactives show at the highest dose activity, negative = inhibition, hits mostly inhibitors; 240,000 tested, 0.54% active; AID 2549;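 note: plate controls were vehicle for no effect and no enzyme for full effect; nearly all actives have a fitted effect of over 30% in size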
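50 nM RECQ1T1 preincubated 15 min with compound in Tris pH 8.0 buffer with MgCl2, DTT, Tween-20 and 2.5 ug/ml poly(dI-dC); started with 200 nM TAMRA/BHQ-2 forked duplex and 2 mM ATP. Unwinding read as fluorescence (525/598 nm), two reads 2 h apart.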
NPSR antagonist = blocks cAMP signaling of the human neuropeptide S receptor; Q6W5P4; CHO-NPSR cells, cAMP TR-FRET, antagonist mode; Potency, µM (top dose mostly 38.3 µM), for inactives: at the top dose activity change, negative = inhibition, actives largely listed as inhibitors; 220,000 tested, 1% active; AID 1461; note: % is set by controls: 0 for no effect and ±100 for the full control effect; nearly all actives have a fitted effect of over 50% in size; many of its hits are not listed in these tables
Target sequence (Q6W5P4 whole entry, looked up): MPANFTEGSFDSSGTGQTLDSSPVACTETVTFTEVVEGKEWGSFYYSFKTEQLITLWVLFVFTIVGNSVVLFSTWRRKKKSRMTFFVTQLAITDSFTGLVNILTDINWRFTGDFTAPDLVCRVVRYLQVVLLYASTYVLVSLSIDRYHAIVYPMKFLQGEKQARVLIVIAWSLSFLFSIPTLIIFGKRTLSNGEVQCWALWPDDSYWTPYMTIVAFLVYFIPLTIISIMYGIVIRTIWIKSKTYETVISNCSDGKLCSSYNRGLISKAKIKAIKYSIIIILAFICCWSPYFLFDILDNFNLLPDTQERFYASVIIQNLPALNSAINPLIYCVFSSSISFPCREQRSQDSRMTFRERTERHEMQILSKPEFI
Luc counter = blocks Kinase-Glo luciferase, a counter-screen artifact. Kinase-Glo luciferase, ATP luminescence, 8 min. Potency, µM (titrated, usually from 38.3 µM), inactives show at the top dose activity change, negative = inhibition, usual class: inhibitors. 200,000 tested, 0.28% active. AID 1379; note: % is set by controls: 0 for no effect and ±100 for the full control effect; nearly all actives have a fitted effect of over 60% in size
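Substrate mix (final 50 mM imidazole pH 7.2, 50 mM KCl, 7 mM MgCl2, 10 uM ATP, 0.01% Tween 20, 0.05% BSA) plus pin-tool compound, then Kinase-Glo detection mix; 8 min ambient, luminescence read.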
Epigenetic derep = derepresses silenced GFP reporter in murine cells. murine LDR cells, GFP reporter derepression, 30 h. Potency, µM (doses to about 53.9 µM), for the others: at the top dose GFP activation, hits mostly activators. 280,000 tested, 0.2% active; note: % of control where 0% means no effect; nearly all actives have a fitted effect of over 60% in size
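Readout is the number of GFP-expressing murine LDR cells, counted by cytometry following washing. Cells were treated with compound for 30 h at 37 C; the stably integrated CMV-GFP locus is normally silent.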
IMPase Li cell = membrane-permeable IMPase blocker, potentiated with lithium; 210,000 tested, 0.35% active; Potency, µM (doses to about 59.4 µM), inactives show at the top dose activity, negative = IMPase inhibition, most hits filed as inhibitors; AID 1457; CHO-M1 cells, IP1 TR-FRET (IP-One), carbachol + lithium;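 note: IP1 builds up when IMPase is blocked and the TR-FRET signal falls; plate controls were basal vehicle for no effect and high inhibitor control for full effect; nearly all actives have a fitted effect of over 50% in size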
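Lithium-sensitised IP1 accumulation assay; M1-expressing CHO cells treated 30 min at 37C with compound. Competitive antibody detection by time-resolved FRET followed a 10 min room-temperature lysis step.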
Active calls of the source: *; i = inactive; ? = inconclusive; . = no result given; [ ] = remark or other dose. Unless noted, calls come from the whole dose curve; as a rule, active = well fitted curve in the direction sought with a large enough effect; inconclusive = small, poorly fitted or top-dose-only effect, or another doubt; inactive = no such curve, though single readings can be large; an effect the other way counts as inactive or inconclusive. Potency is the fitted concentration of half-maximal effect.

Compound | RGS12 GoLoco inh | Epigenetic derep | SMN2 splice up | NPSR antagonist | RECQ1 inh | IMPase Li cell | JMJD2E inh | Luc counter
Cc1ccc(CSc2nnc(SCC(=O)N/N=C/c3c(C)nn(-c4ccccc4)c3C)s2)cc1 | -5% | 0.0% | 9% | -2% | -11% | 9% | -2% | -1%
CCn1c(N2CCN(C(=S)NCC(C)C)CC2)nc2ccccc21 | 3% | -4.6% | -15% | -14%[46.1 µM] | i | 7% | 2% | 1%
Fc1ccc(Br)cc1C1C=C(c2cccnc2)Nc2ncnn21 (stereo unspecified) | 7% | 2.9% | 4% | 9%[46.1 µM] | -13% | 5%[38.3 µM] | -8% | 2%
C[C@@H](C1=C(CCN(C)C)Cc2ccccc21)c1ccccn1 | 5% | -0.3% | . | . | i | 36%[activator] | -13% | -1%
COc1ccc(OCC(O)CNC(=O)c2c(-c3ccccc3)noc2C)cc1 (stereo unspecified) | 14% | -0.3% | . | 4%[7.67 µM] | -2% | . | -1% | .
Cc1nnc(SCc2nnc(-c3ccccc3)o2)n(N)c1=O | 16% | -1.0% | 46% | 0%[46.1 µM] | 11% | 24%[38.3 µM] | 0% | 1%
CCOc1ccc(CSC(=N)N)cc1 | -14% | -1.6% | -24% | 57% | 12% | -5% | 0% | -3%
CCC(=O)Nc1nnc(-c2cccs2)s1 | -8% | 12% | 21% | 6% | 1% | -8% | ? | 0%
CCc1cccc(Nc2c([N+](=O)[O-])cc(C(=O)N3CC(=O)Nc4ccccc43)cc2[N+](=O)[O-])c1 | 3% | -1.1% | -15% | -18% | -23% | 10% | 7% | -4%
CCCN=Cc1c(CCC)[nH]n(-c2nc3ccccc3s2)c1=O | 8% | -1.2% | -13% | ? | 4% | -1%[38.3 µM] | 2% | -5%
Cn1c(SCC(=O)NC2CCCC2)nnc1-c1ccc(S(=O)(=O)N2CCOCC2)cc1 | -3% | -0.9% | 4% | -7%[46.1 µM] | -15% | -6% | ? | 2%
COc1ccc([N+](=O)[O-])cc1NC(=O)COC(=O)c1ccccc1C(=O)c1ccccc1 | 9% | -6.8% | -29% | -7% | 1% | 3% | 5% | 0%

Record cards (already shown). Order of values: RGS12 GoLoco inh	Epigenetic derep	SMN2 splice up	NPSR antagonist	RECQ1 inh	IMPase Li cell	JMJD2E inh	Luc counter
Cc1ccc(CSc2nnc(SCC(=O)N/N=C/c3c(C)nn(-c4ccccc4)c3C)s2)cc1 in the list: -5%	0.0%	9%	-2%	-11%	9%	-2%	-1%
Cc1nnc(SCc2nnc(-c3ccccc3)o2)n(N)c1=O in the list: 16%	-1.0%	46%	0%[46.1 µM]	11%	24%[38.3 µM]	0%	1%

The list continues:
Compound | RGS12 GoLoco inh | Epigenetic derep | SMN2 splice up | NPSR antagonist | RECQ1 inh | IMPase Li cell | JMJD2E inh | Luc counter
Cc1ccc(N=C2NC(=O)/C(=C/c3cccnc3)S2)cc1C | 10% | 3.2% | . | ? | -8% | . | 7% | .
COc1ccc(N(CC(=O)NCc2ccccc2)S(C)(=O)=O)cc1 | -2% | 9.0% | 9% | 4% | -10% | 0% | -2% | 3%
Cc1noc(C)c1C(=O)N1CCC2(CCCN(C(=O)Nc3cccc(C#N)c3)C2)CC1 | -6% | . | -5% | . | i | -2% | . | -2%
CCn1ccc(C(=O)Nc2ccc(N(C)C(C)=O)cc2)n1 | -5% | 0.0% | 18% | 1%[46.1 µM] | i | -16%[38.3 µM] | 5% | -15%
CNc1nc(N)c(C(=O)C(C)(C)C)s1 | 6% | -2.0% | 11% | -5%[46.1 µM] | i | 4% | 3% | 2%
Cc1ccc(-c2noc(CN3C(C)CCCC3C)n2)cc1 (stereo unspecified) | 24% | 0.0% | -6% | -29%[46.1 µM] | i | 17%[38.3 µM] | -7% | -1%
N#Cc1sc2nc(N3CCCCC3)c3c(c2c1N)CCCC3 | 2% | 2.3% | -15% | ? | -8% | 10% | ? | 1%
CCOC(=O)C(C)C(C)=O (stereo unspecified) | -6% | . | -7% | . | -2% | -10% | . | .
CCCCCNC(=O)C1CC(=O)OC12CCCCC2 (stereo unspecified) | 11% | 2.5% | . | -21% | i | -2% | 8% | -4%
CCOC(=O)c1c(C)oc(C)c(C(=O)OCC)c1=O | 6% | 0.1% | . | 7% | -5% | . | 5% | .
Cn1c(NCCN2CCCCC2)cc(=O)n(C)c1=O | 2% | 0.0% | 8% | 4%[46.1 µM] | i | 22%[38.3 µM] | -3% | -2%
COc1ccc(C(NC(=O)C(C)C)c2ccc3cccnc3c2O)cc1 (stereo unspecified) | 1% | 3.5µM* | . | -29% | -7% | . | 28µM* | .
CC(=O)Oc1ccc(N(C(C)=O)S(=O)(=O)c2ccc(C)c([N+](=O)[O-])c2)cc1 | -2% | -1.1% | -18% | 13% | -2% | -6% | 14% | -3%
O=C(CN(Cc1cccs1)C(=O)CNS(=O)(=O)c1ccccc1)NCc1ccco1 | -1% | -7.0% | -16% | -10%[46.1 µM] | -14% | 3%[38.3 µM] | 5% | 5%
O=C(NNC(=O)c1cc(-c2ccccc2)n(-c2ccccc2)n1)c1cccc([N+](=O)[O-])c1 | 1% | 2.1% | 3% | 3% | -3% | -3% | ? | 2%
COCC(=O)Nc1nc(-c2ccccc2)c(C)s1 | 2% | -2.3% | -24% | 11%[46.1 µM] | -7% | 1%[38.3 µM] | 1% | 1%
CC1=NN(C(=O)c2ccco2)C(O)(c2ccccc2)C1 (stereo unspecified) | 3% | 0.5% | . | -25% | -8% | . | ? | .
O=C(Nc1ccccc1)N(Cc1ccc2c(c1)OCO2)Cc1nc2ccccc2c(=O)[nH]1 | 4% | 0.9% | 19% | -4%[46.1 µM] | i | 26%[38.3 µM] | 6% | 2%
Cc1ccc(-c2nc3s/c(=C\c4ccco4)c(=O)n3n2)cc1 | 56%[activator] | -0.9% | 0% | 1%[46.1 µM] | -23% | -15%[38.3 µM] | -10% | -11%
COc1ccc(/C=C/C(=O)C23CC4CC(CC(C4)C2)C3)cc1CN1CCOCC1 | -1% | -3.8% | -56%[inhibitor] | -30% | -1% | 8% | -3% | 0%
Cc1ccc2c(c1)CCCN2C(=O)c1cc2ccccc2oc1=O | -2% | ? | -46%[inhibitor] | -2%[46.1 µM] | -12% | 3%[38.3 µM] | -1% | -6%
COc1ccc(Br)cc1C(=O)Nc1cccc(NC(=O)c2ccco2)c1 | . | -5.1% | . | ? | -9% | . | -7% | .
CC(=O)c1cccc(NC(=O)CN(c2ccc(F)cc2)S(C)(=O)=O)c1 | -1% | 2.8% | 6% | -4%[46.1 µM] | -3% | -8%[38.3 µM] | -4% | -7%
O=C(O)[C@@H]1C[C@H](C(=O)O)N1 | 13% | -1.2% | 1% | -3%[46.1 µM] | 1% | -3% | -22% | -4%
CCSC[C@@H](N)C(=O)O | 2%[14.2 µM] | . | -11%[9.22 µM] | . | . | -2% | . | -2%[7.66 µM]
COc1ccc(CCc2nnc(CCC(=O)N(C)Cc3ccncc3C)o2)cc1 | -5% | 0.0% | . | -30% | i | 18% | ? | -4%
CN1CC2(C)OC(=O)C(Cl)=C2CC1c1ccccc1 (stereo unspecified) | 3% | 0.0% | -6% | 3% | -1% | -3% | 7% | -4%
O/N=C1\CCCCc2ccccc21 | -27% | 0.0% | -15% | 1%[46.1 µM] | -15% | 2%[38.3 µM] | -3% | -3%
COc1cccc(=O)c2c(C)n(-c3cc(C)cc(C)c3)c(C)c12 | 0% | 1.1% | ? | ? | -10% | 11%[38.3 µM] | 1% | 3%
CCOc1ccc(/C(C)=N/N2C(=O)C(CC(=O)Nc3ccc(OC)cc3[N+](=O)[O-])SC2=Nc2cccc(C)c2C)cc1 (stereo unspecified) | -17% | 0.1% | -11% | -7% | 0% | 1% | -4% | 17%
Cc1ccc(Nc2nc(N)nc(CSC(=S)N3CCOCC3)n2)c(C)c1 | 7% | -1.0% | ? | 2% | -14% | -13% | 2% | 1%
CCNc1nc(NCC)nc(Oc2ccc(OCc3ccccc3)nn2)n1 | 5% | -0.4% | 11% | 3% | -6% | 1% | 2% | 4%
Cn1nc([N+](=O)[O-])nc1Sc1ccc(C(C)(C)C)cc1 | 1% | 0.0% | -20% | -19%[46.1 µM] | -9% | 8%[38.3 µM] | 4% | -3%
CCCn1c(N2CCN(CC(=O)NCc3cccs3)CC2)nc2ccccc21 | 5% | 0.9% | -26% | -6%[46.1 µM] | 0% | 3% | -1% | 1%
CC(C)CCn1c(O)c(N=NC(=O)Cn2ccc(C(F)(F)F)n2)c2ccccc21 | -1% | 0.0% | -4%[1.84 µM] | -27% | -5% | 10% | 2% | -2%
Cc1ccccc1-c1nc(CN(C)C(C)c2ccon2)c(C)o1 (stereo unspecified) | 11% | 0.1% | . | 14% | i | 8% | -4% | 0%
C[C@@H]1CC=C[C@H]2[C@H]1C(=O)N(Cc1ccccc1)[C@H]2c1ccc(F)c(-c2ccc(N(C)C)cc2)c1 | 15% | -3.2% | . | ? | i | . | ? | .
COc1ccc(C2=NN(CCC(=O)NCc3cccs3)C(=O)CC2)cc1 | 0% | -0.1% | 2% | 4% | -2% | 1% | 2% | 1%
CCn1c(=O)n(CC)c2cc(S(=O)(=O)Nc3cc(C)cc(C)c3C#N)ccc21 | -4% | 3.1% | . | 2%[46.1 µM] | -1% | 16%[38.3 µM] | 0% | -1%
COc1ccc(-c2nnnn2CCc2ccccc2)cc1 | 0% | -3.3% | 17% | 15%[46.1 µM] | -5% | 38%[activator][38.3 µM] | 2% | 5%
OC(COc1ccc2cc(Br)ccc2c1)CN1CCOCC1 (stereo unspecified) | 12% | -2.0% | -3% | 11%[46.1 µM] | 6% | -13% | 9% | 2%
O=C(Nc1ccc(F)cc1)c1cc(Cl)sc1Cl | -3% | 1.3% | 24% | -6% | 0% | 4% | 4% | -3%
CCNc1nc(NCC)nc(N(n2cnnc2)S(=O)(=O)c2ccc(C)cc2)n1 | 12% | -1.1% | 9% | 7% | -8% | -3% | 1% | -1%
O=C(O)CC(NCc1ccco1)C(=O)OCCCl (stereo unspecified) | 3% | 5.8% | -1% | 14% | i | -3% | -13% | 0%
CCC(=O)N1CCc2cc(S(=O)(=O)N(CC)c3cccc(C)c3)ccc21 | 7% | -0.7% | . | -4%[46.1 µM] | -8% | 24%[38.3 µM] | -3% | -3%
COc1ccc(C(O)c2nc3ccccc3n2C(C)C)cc1 (stereo unspecified) | 6% | 0.0% | . | -4% | i | . | 18% | .

The list is partial; the hit share may differ from the screen's.
